# All columns: NCI-60 one-dose screen, growth in % after 48 h at 10 µM unless noted; 100 = growth as untreated, 0 = no growth, -100 = all killed.
# T-47D: T-47D breast cancer; 79,000 compounds, 5% hits
# MCF7: MCF7 breast cancer | 82,000 compounds, 6.3% hits
# BT-549: BT-549 breast cancer; 78,000 compounds, 4.4% hits
# HS 578T: HS 578T breast cancer | AID 1794788 | 78,000 compounds, 4.1% hits
# UACC-62: UACC-62 melanoma; AID 1794756; 81,000 compounds, 5.4% hits
# MALME-3M: MALME-3M melanoma; 78,000 compounds, 5.8% hits; AID 1794766
# LOX IMVI: LOX IMVI melanoma; 79,000 compounds, 7.4% hits
# UACC-257: UACC-257 melanoma. 78,000 compounds, 4.4% hits
# Active calls of the source: *; . = no result given. The calls were made as follows: active = growth percent below 10; inactive = the rest.
SMILES	HS 578T	BT-549	UACC-62	MCF7	UACC-257	LOX IMVI	T-47D	MALME-3M
CCOC(=O)C(CC)c1ccccc1 (stereo unspecified)	101	116	110	110	113	101	107	127
COc1cc2ncn3c(=O)[nH]nc3c2cc1OC	102	110	106	106	94	99	98	113
Cc1cc(C)c2c(n1)sc1c(Nc3ccc(OCc4ccc(Cl)c(Cl)c4)cc3)ncnc12	99	101	100	92	91	94	104	94
Cc1ccc(C2=N[C@@H](C)C(=O)c3c(nc4ccccn34)N2)cc1	95	86	80	71	90	89	103	83
CC(C)=CCc1c2c(c(O)c3c1O[C@]14C(=C[C@@H]5C[C@H]1C(C)(C)O[C@@]4(C/C=C(/C)C(=O)O)C5=O)C3=O)CC(O)C(C)(C)O2 (stereo partly specified)	16	-14*	-26*	-41*	-32*	-95*	-10*	-38*
CN(C)/C=C1\CC(C(=O)NCc2ccc(Cl)cc2Cl)NC1=O (stereo unspecified)	94	104	.	100	87	97	88	111
O=C1c2ccccc2C(=O)c2cc(SC(=S)N3CCCC3)c(Cl)cc21	98	106	78	44	102	94	75	103
COc1ccc(S(=O)(=O)N2CCN(Cn3nc(-c4cc(OC)c(OC)c(OC)c4)oc3=S)CC2)cc1	.	93	93	87	89	82	86	86
Cc1ccc(S(=O)(=O)OC[C@]23CCC(C)(C)C[C@H]2C2=CC[C@@H]4[C@@]5(C)CCCNC(C)(C)[C@@H]5CC[C@@]4(C)[C@]2(C)CC3)cc1	85	88	90	24	97	-88*	1.2*	96
C=CCC1(O)C(c2ccccc2)=C(c2ccccc2)C(c2ccccc2)=C1c1ccccc1	102	98	56	62	77	69	48	83
NC1CC2(CCN(c3cnc(C(=O)Nc4cc(F)cc5cccnc45)cn3)CC2)C1	94	85	95	46	103	-17*	64	96
NC(=S)N/N=C1\CCCC(C(F)(F)F)C1 (stereo unspecified)	111	96	100	27	73	78	.	104
COc1ccc(-c2onc(N)c2-c2cc(OC)c3c(c2OC)OCO3)cc1	102	99	97	101	107	93	88	96
COc1ccc(C(=O)/C=C/c2ccc(Oc3ccc(Cl)cc3)cc2)cc1OC	106	101	81	77	93	69	84	87
O=S(=O)(O)c1ccc2ccc(S(=O)(=O)O)cc2c1	102	99	104	111	102	99	103	124
C=C1C(=O)O[C@H]2[C@H]1CC/C(COC(=O)CSCSCC(=O)OC/C1=C/CC[C@@]3(C)O[C@H]3[C@H]3OC(=O)C(=C)[C@@H]3CC1)=C\CC[C@@]1(C)O[C@@H]21	23	-5.9*	24	17	34	-49*	21	-4.7*
CC(C)c1sc(NC(=O)c2cc(NC(=O)c3cc(NC(=O)c4nccn4C)cn3C)cn2C)nc1C(=O)NCCCN(C)C	90	58	66	70	82	30	76	65
Cn1c(=O)c(-c2ccccc2)cc2ccccc21	98	109	97	95	98	100	73	112
CC(=O)c1cccc(NS(=O)(=O)c2ccc(C)cc2)c1	87	75	84	40	87	67	68	97
Cc1cc2nc(CC(=O)c3ccc4ccccc4c3)c(=O)[nH]c2cc1C	81	94	80	72	102	102	.	101
Nc1cc(N2C(=O)c3ccccc3C2=O)ccc1Cl	120	102	104	97	110	107	103	110
O=C(/C=C/c1cccc(C(F)(F)F)c1)Nc1ncc(Cc2ccc(Cl)cc2)s1	102	97	88	45	97	98	79	110
NC(=S)Nc1cccc(O)c1	102	79	90	99	93	88	106	102
O=C1c2ccccc2NC(c2cc3ccccc3c3ccccc23)N1/N=C/c1cc2ccccc2c2ccccc12 (stereo unspecified)	89	95	.	88	96	.	90	.
CC(=O)[C@H]1CC[C@H]2[C@@H]3CCc4cc(O)ccc4[C@H]3CC[C@]12C	97	96	84	105	.	85	90	115

# Ordered by length of the SMILES (low to high): some entries from above
SMILES	HS 578T	BT-549	UACC-62	MCF7	UACC-257	LOX IMVI	T-47D	MALME-3M
NC(=S)N/N=C1\CCCC(C(F)(F)F)C1 (stereo unspecified)	111	96	100	27	73	78	.	104
Cn1c(=O)c(-c2ccccc2)cc2ccccc21	98	109	97	95	98	100	73	112
CC(=O)[C@H]1CC[C@H]2[C@@H]3CCc4cc(O)ccc4[C@H]3CC[C@]12C	97	96	84	105	.	85	90	115
COc1ccc(S(=O)(=O)N2CCN(Cn3nc(-c4cc(OC)c(OC)c(OC)c4)oc3=S)CC2)cc1	.	93	93	87	89	82	86	86

# (list continues)
SMILES	HS 578T	BT-549	UACC-62	MCF7	UACC-257	LOX IMVI	T-47D	MALME-3M
Cn1c(=O)c2c(nc(N/N=C/c3cccc(Br)c3)n2C)n(C)c1=O	123	94	95	91	112	111	90	118
CCOC(=O)C1=C(C)NC(SCc2cc(=O)oc3ccc(C)cc23)=N[C@@H]1c1cccc2ccccc12	99	108	82	83	112	96	86	114
CC(=O)Nc1nc(-c2ccc(N3CCN(C)CC3)c(NS(=O)(=O)c3ccc(C(F)(F)F)cc3)c2)cs1	39	-29*	6.3*	7.0*	49	-85*	25	38
CCCCN(CCCC)CC(O)c1ccc(OCc2ccccc2)c2ccccc12 (stereo unspecified)	.	111	96	96	90	61	87	59
COC(=O)[C@]12CCC(C)(C)C[C@H]1C1=CC[C@@H]3[C@@]4(C)Cc5c(n(CC#CCN6CCNCC6)c6ccccc56)C(C)(C)[C@@H]4CC[C@@]3(C)[C@]1(C)CC2	105	108	92	93	111	97	108	103
CC(=O)c1ccnc2c(O)c(CN3CCOCC3)ccc12	101	88	95	88	99	83	84	102
Cc1ccc(S(=O)(=O)NNC(=O)C23CCC(CC2)C3)cc1	105	96	103	101	111	102	100	96
C#CC[N+](CC)(CC)CC#CCC[N+](CC)(CC)CC#C	111	107	95	96	95	96	99	99
O=c1c2cc3ccccc3cc2[nH]c(=S)n1-c1ccc(S(=O)(=O)Nc2ccc(Cl)nn2)cc1	92	111	100	94	102	98	95	96
CC(CCC(C)[n+]1ccc2ccccc2c1)[n+]1ccc2ccccc2c1 (stereo unspecified)	106	96	91	92	104	99	53	93
CC1=C(C)C[C@]2(Cc3ccccc3C2=O)S(=O)C1 (stereo partly specified)	.	111	67	75	86	86	71	54
COc1ccc2c(c1)CC[C@H](O)/C2=C/c1cc(OC)c(OC)c(OC)c1	33	4.0*	32	16	47	18	52	64
C=C1CC/C=C(\C)C(=O)C[C@@H]2[C@@H]1CC2(C)C	122	105	101	101	111	90	95	103
O=C(CCCCCCCCC(=O)N/N=C\c1ccccc1O)N/N=C\c1ccccc1O	47	27	-7.2*	17	20	11	18	15
CCOC(=O)c1cnn2c(-c3ccc(Cl)cc3)nc(NCCc3ccccc3)nc12	111	118	70	98	78	95	66	117
Cc1cc(=O)oc2cc(Oc3nc(-c4cccs4)cn4c(-c5ccc(Cl)cc5)cnc34)ccc12	104	99	102	56	102	79	84	22
CC(=O)c1cc([N+](=O)[O-])c(O)c([N+](=O)[O-])c1O	98	113	95	102	94	101	103	111
Cc1ccc2nc(-c3c(-c4ccc(F)cc4)nc4sccn34)[nH]c2c1	91	95	77	89	96	86	87	111
O=C(O)C(=Cc1ccc(Br)cc1)C(=O)O	92	96	102	98	95	104	97	109
FC(F)(F)c1ccc(-c2cccc3c2C2CC3CCN2Cc2ccccc2)cc1 (stereo unspecified)	89	93	86	84	79	86	79	89
CC(C)c1nc(-c2ccc(Cl)c(O)c2)c(-c2ccnc(NCCNS(=O)(=O)c3ccc(O)cc3)c2)s1	114	87	86	76	86	78	81	31
CCCn1c(O)c(N=Nc2ccc(S(N)(=O)=O)cc2)c2cc(Br)ccc21	98	91	70	80	117	95	81	105
O=C(CBr)OCc1ccc([N+](=O)[O-])o1	106	118	90	98	89	83	95	107
CCOC(=O)C(=Cc1ccccc1OC)C(=O)OCC	95	71	79	56	64	75	76	94
CC(=O)NCc1cc(C)c(C)cc1C	108	100	109	97	.	99	89	89

# Looked up one by one from the entries so far:
SMILES	HS 578T	BT-549	UACC-62	MCF7	UACC-257	LOX IMVI	T-47D	MALME-3M
O=C(CBr)OCc1ccc([N+](=O)[O-])o1	106	118	90	98	89	83	95	107
Cc1cc(=O)oc2cc(Oc3nc(-c4cccs4)cn4c(-c5ccc(Cl)cc5)cnc34)ccc12	104	99	102	56	102	79	84	22

# In another format: two of the compounds above
CCOC(=O)C(=Cc1ccccc1OC)C(=O)OCC
  HS 578T = 95
  BT-549 = 71
  UACC-62 = 79
  MCF7 = 56
  UACC-257 = 64
  LOX IMVI = 75
  T-47D = 76
  MALME-3M = 94

CC(=O)NCc1cc(C)c(C)cc1C
  HS 578T = 108
  BT-549 = 100
  UACC-62 = 109
  MCF7 = 97
  UACC-257 = .
  LOX IMVI = 99
  T-47D = 89
  MALME-3M = 89

# Other entries
SMILES	HS 578T	BT-549	UACC-62	MCF7	UACC-257	LOX IMVI	T-47D	MALME-3M
Nc1ncnc2c1c(-c1ccc(Oc3ccccc3)cc1)nn2C[C@H]1SSC[C@H]1O	22	39	-49*	-54*	1.7*	-58*	-21*	14
COc1cc(C=O)cc(CN2CCN(c3cc4c(cc3F)c(=O)c(C(=O)O)cn4C3CC3)CC2)c1O	99	57	93	92	100	82	79	94
CN1CCC2(CC1)N=C(SCC(=O)Nc1cnc3ccccc3c1)C(c1ccc(Br)cc1)=N2	24	59	-79*	-43*	-61*	-79*	10	-76*
COc1ccc(/C(C)=N/NC(=O)c2ccncc2)cc1	106	107	104	96	106	104	100	121
Cc1ccn2c(C(C)O)nnc2c1 (stereo unspecified)	93	96	100	94	97	96	79	102
COc1ccc(-c2cc3ccccc3c3nnnn23)cc1	48	189	89	96	85	83	81	209
CCOC(=O)CSC1=NCCN1	90	108	95	101	79	99	94	108
Cc1c(N2CCN(C)[C@@H](C)C2)ccc2c3c(c(=O)oc12)CN(C(=O)c1ccc(NS(C)(=O)=O)c(OC(F)(F)F)c1)CC3	81	99	46	28	65	33	76	87
CN(C)CCCC1(c2ccc(F)cc2)OCc2cc(-c3csc4ccccc34)ccc21 (stereo unspecified)	19	84	-86*	-62*	-48*	-98*	26	-92*
NC(=O)Nc1ccc2c(c1)Cc1cc(F)ccc1-2	102	85	90	71	106	97	97	114
Nc1ccc(C(=O)Nc2cccc(N)c2)cc1	118	101	95	90	84	104	107	111
CCNc1cc2oc(=O)cc(C)c2cc1C	100	88	109	89	98	99	82	91
Clc1ccc(N2CCN(CCCN3CCN(c4cccc(Cl)c4)CC3)CC2)cc1	103	29	59	45	37	48	40	53
CC(=O)c1c(/C=C/c2cccc(C)c2)c2ccccc2[nH]c1=O	91	95	86	83	92	81	106	132
CN(NC(=O)c1ccccc1)C(=O)c1ccccc1	92	103	110	106	100	.	111	102
CCOC(=O)c1cccc(NC(=S)Nc2ccc(S(=O)(=O)Nc3ccc(Cl)nn3)cc2)c1	96	100	88	94	104	101	113	94
C=CC(=O)Nc1cccc(-c2nc(SC)nc(Nc3ccccc3OC)c2C#N)c1	17	57	75	2.5*	57	17	3.0*	-10*
CNC(=O)c1cc(Oc2ccc3nc(NC(C)=O)sc3c2)ccn1	107	97	99	99	102	93	91	93
NC(=S)N/N=C1/CCCCC12CCCC2	105	102	99	94	87	99	79	.
C=S(=C)(Nc1ccc(-c2cc(-c3ccccc3F)on2)cc1)c1ccc(C)cc1	81	90	73	81	99	.	58	94

# Profiles as entered above. Order of values: HS 578T | BT-549 | UACC-62 | MCF7 | UACC-257 | LOX IMVI | T-47D | MALME-3M
# Profile of CN1CCC2(CC1)N=C(SCC(=O)Nc1cnc3ccccc3c1)C(c1ccc(Br)cc1)=N2 : 24 | 59 | -79* | -43* | -61* | -79* | 10 | -76*
# Profile of COc1ccc(/C(C)=N/NC(=O)c2ccncc2)cc1 : 106 | 107 | 104 | 96 | 106 | 104 | 100 | 121
# Profile of NC(=O)Nc1ccc2c(c1)Cc1cc(F)ccc1-2 : 102 | 85 | 90 | 71 | 106 | 97 | 97 | 114
# Profile of CCNc1cc2oc(=O)cc(C)c2cc1C : 100 | 88 | 109 | 89 | 98 | 99 | 82 | 91
# Profile of Nc1ccc(C(=O)Nc2cccc(N)c2)cc1 : 118 | 101 | 95 | 90 | 84 | 104 | 107 | 111

# Assay outcomes from PubChem.

# Rows are unselected (roughly 11% active in at least one column).
